Screening data: PubChem, several laboratories
PKA-R2B activ: activators of PKA-R2B holoenzyme, primary screen, biochemical, fluorescence polarization, Cy5-IP20, human; PKA-R2B holoenzyme dissociation; R2B truncated from residue 108, S112A mutant; 0% DMSO only, 100% 113 µM cGMP; 0.079% of 340,000 active; AID 504700, 2011; activation, % at 11.4 µM; cAMP-dependent protein kinase catalytic subunit beta (Homo sapiens) + cAMP-dependent …;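 active means activation above a cutoff set at the mean over all compounds plus 3 SD, cut at about 18% in these data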;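 further: higher means more holoenzyme dissociation and a rise in polarization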
NSD2 inh: NSD2 histone methyltransferase inhibitors, primary screen, biochemical, AlphaScreen, single concentration, set 2 | Histone-lysine N-methyltransferase NSD2 (Homo sapiens), O96028 | NSD2 peptide methylation, 120 min | inhibition, % at 12.5 µM | 0.54% of 310,000 active; in the data active means inhibition above about 50%
DAGLB inhibitor: DAGLB lipase inhibitors, primary screen, biochemical, fluorescence, HTS; Diacylglycerol lipase-beta (Homo sapiens), Q8NCG7; HEK293T DAGLB membrane lysate, EnzChek fluorogenic substrate; inhibition, % at 5.17 µM; 0.059% of 340,000 active; in the data active means inhibition above about 34%;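 further: 0% = enzyme with vehicle and 100% = wells lacking enzyme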
PvdQ inh: P. aeruginosa PvdQ acylase inhibitors, primary screen, biochemical, fluorescence, plate reader and imaging, single point. 0.063% of 340,000 active. PvdQ acylase [Pseudomonas aeruginosa LESB58]. inhibition, % at 10 µM. AID 488965, 2010. purified PvdQ acylase; in the data active means inhibition above about 30%, passing the limit was not always enough;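 further: 0% = vehicle neutral wells and 100% = reference inhibitor wells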
C-LANA FP: inhibitors of KSHV C-LANA binding to DNA, primary screen, biochemical, fluorescence polarization, FAM-LBS DNA, MBP-C-LANA, single point; Kaposi's sarcoma herpesvirus LANA C-terminal domain (residues 932-1162) DNA binding; inhibition, % at 9 µM; 0.078% of 340,000 active; AID 504423, 2011;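 active means highest replicate inhibition at or above 60% at 9 µM, even if other replicates fall short; inactive means all replicates below 60% inhibition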;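 further: 0% = neutral control wells and 100% = 4 µM acridine orange control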
SR-BI DiI inh: inhibitors of SR-BI mediated HDL lipid uptake, primary screen, ldlA[mSR-BI] cells, fluorescence, single point; ldlA[mSR-BI] CHO cells, DiI-HDL uptake fluorescence, 3 h; inhibition, % at 12.5 µM; 0.96% of 320,000 active;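 active means mean replicate inhibition of at least 70% and a set share of replicates each scoring 70 or more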;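 further: 0% = median of neutral control wells and 100% = median of positive control wells; values of inactives mirror those of a sister screen read the other way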
Arrestin-AP2 inh: inhibitors of beta-arrestin/AP2 binding, primary screen, biochemical, GPCR trafficking, flow cytometry | FITC-arrestin peptide / GST-AP2 beads; AP2 beta2 appendage carries R879A mutation | inhibition, % at 10 µM | 0.31% of 340,000 active | AID 504490, 2011;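 active means inhibition above a set limit, near 3 SD of compounds lacking own fluorescence, cut at about 54% in these data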;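 further: plate controls were DMSO wells for no effect and 5 µM unlabelled arrestin peptide for full effect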
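Test system: GST-tagged AP2 beta2-adaptin appendage (R879A) on 4 µm glutathione beads; also added: fluorescein-tagged arrestin peptide at 50 nM final; timing: 12 min plus 1 h, RT; signal: flow cytometry, FL1 (488/535 nm); read-out: percent drop in bead-associated FITC signal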
Keap1 Nrf2 FP: Keap1-Nrf2 protein-protein interaction inhibitors, primary screen, biochemical, fluorescence polarization, single point. inhibition, % at 9.4 µM. Kelch-like ECH-associated protein 1 (Homo sapiens), Q14145. 0.15% of 340,000 active. Keap1 Kelch-Nrf2 peptide fluorescence polarization, 1536-well; in the data active means inhibition above about 12%;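 further: human Keap1 Kelch domain with fluorescein labeled Nrf2 9mer peptide probe; 0% = neutral control wells and 100% = peptide positive control; higher means more block of Keap1 binding to Nrf2 peptide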
SR-BI DiI-HDL act: activators of SR-BI mediated DiI-HDL uptake, primary screen, ldlA[mSR-BI] CHO cells, DiI fluorescence. activation, % at 12.5 µM. AID 504775, 2011. 0.096% of 320,000 active. 3 h; 100 = double the neutral-control signal;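 active means mean replicate activation of at least 60% and every replicate at or above 60%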;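 further: 0% = median plate neutral-control signal and 100% = twice that signal; values of inactives mirror those of a sister screen read the other way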
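Material – SR-BI-overexpressing, LDLR-lacking CHO cells · Medium – BSA-supplemented, HEPES-buffered Ham's F12, pH 7.4 · Doses – single concentration · Times – compound with DiI-HDL co-incubation, 3 h at 37 °C · Measured by – bottom-read fluorescence, 550/595 nm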
Cardiac RTF inh: cardiac RTF calcium sensitivity inhibitors, primary screen, biochemical, IANBD-TnC fluorescence, EC70 calcium | Troponin I, cardiac muscle (Homo sapiens) + Troponin T, cardiac muscle (Homo sapiens) + … | IANBD-labeled cardiac RTF, Ca2+ fluorescence | inhibition, % at 7.15 µM | 0.12% of 340,000 active;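 active means inhibition above the mean inhibition of all tested compounds plus 3 SD, cut at about 17% in these data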;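 further: assay run at fixed EC70 calcium of 1.6 mM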
The depositor's hits bear a star; . = not tested or not shown.

A first look:
SMILES	PKA-R2B activ	NSD2 inh	DAGLB inhibitor	PvdQ inh	C-LANA FP	SR-BI DiI inh	Arrestin-AP2 inh	Keap1 Nrf2 FP	SR-BI DiI-HDL act	Cardiac RTF inh
O=C(CSc1nc(=O)n2ccccc2n1)N1CCC(Cc2ccccc2)CC1	11.7	3.0	0.4	-15.2	0.9	-19.8	2.8	-1.3	19.8	-17.4
COc1ccc(C(=O)Nc2ccc3c(c2)n(C)c(=O)n3C)cc1OC	-3.2	-1.0	-1.4	4.9	-0.2	33.3	46.0	5.4	-33.3	-7.5
O=C(COc1ccc(Cl)cc1)Nc1nnc(C2=COCCO2)o1	2.8	-8.7	1.6	-10.8	-1.0	-6.1	-17.4	-0.9	6.1	0.1
Cc1nn(C)c(C(=O)NNC(=O)NC2CCCCC2)c1Cl	0.5	-4.2	-0.5	-20.6	-1.3	-10.0	16.8	-4.0	10.0	-3.2

All compounds of this part, from the start:
SMILES	PKA-R2B activ	NSD2 inh	DAGLB inhibitor	PvdQ inh	C-LANA FP	SR-BI DiI inh	Arrestin-AP2 inh	Keap1 Nrf2 FP	SR-BI DiI-HDL act	Cardiac RTF inh
O=C(CSc1nc(=O)n2ccccc2n1)N1CCC(Cc2ccccc2)CC1	11.7	3.0	0.4	-15.2	0.9	-19.8	2.8	-1.3	19.8	-17.4
COc1ccc(C(=O)Nc2ccc3c(c2)n(C)c(=O)n3C)cc1OC	-3.2	-1.0	-1.4	4.9	-0.2	33.3	46.0	5.4	-33.3	-7.5
O=C(COc1ccc(Cl)cc1)Nc1nnc(C2=COCCO2)o1	2.8	-8.7	1.6	-10.8	-1.0	-6.1	-17.4	-0.9	6.1	0.1
Cc1nn(C)c(C(=O)NNC(=O)NC2CCCCC2)c1Cl	0.5	-4.2	-0.5	-20.6	-1.3	-10.0	16.8	-4.0	10.0	-3.2
COc1ccc(-n2cc(CNCC3CCOCC3)c(-c3cccc(F)c3)n2)cc1	1.8	-0.5	-3.7	-19.9	0.3	-10.3	16.5	-1.5	10.3	-9.2
COc1cccc(CNC(=O)C2CCN(S(=O)(=O)c3cnc[nH]3)CC2)c1	1.8	-0.4	0.7	-0.9	-1.0	-18.1	-0.1	-7.4	18.1	10.3
c1ccc(CSc2ccc(-c3cccs3)nn2)nc1	-6.3	-5.6	-2.1	9.5	-1.1	-3.9	18.7	-1.6	3.9	4.2
Cc1ccc(NC(=O)c2ccc(NS(=O)(=O)/C=C/c3ccccc3)cc2)nc1	-9.8	-0.2	-3.9	-5.2	0.1	-0.1	22.9	0.2	0.1	5.6
Cc1ccc(C(=O)N2CCCCC2C(=O)O)o1 (configuration not stated)	6.7	-5.2	0.0	-5.1	-0.5	-15.1	13.0	3.7	15.1	-8.6
Cn1c(=O)n(C)c2cc(S(=O)(=O)O)ccc21	3.1	-4.9	0.9	-14.3	-1.2	-16.6	-0.5	-5.8	16.6	1.4
CCCc1nc(NCc2ccco2)c(C#N)c2c1COC(C)(C)C2	-9.6	-0.6	-1.2	-13.0	0.9	-8.2	3.3	-5.4	8.2	-5.9
CCOC(=O)CNC(=O)Nc1ccccc1C(=O)OC	0.7	0.8	-2.2	-17.5	0.1	-28.3	-2.0	-0.4	28.3	-20.9
C/C(=N\NS(=O)(=O)c1ccc(Cl)c([N+](=O)[O-])c1)c1cc2ccccc2o1	-11.6	9.8	-0.5	-4.6	-0.2	9.2	-4.2	1.3	-9.2	-3.3
CCC(=O)c1ccc(OCC(=O)OCC(=O)Nc2sccc2C(N)=O)cc1	1.2	-1.3	-2.8	0.7	2.0	-26.7	21.3	3.0	26.7	-1.1
COc1ccc(NC(=O)c2ccc(OCc3c(C)noc3C)c(OC)c2)cn1	11.2	-2.1	2.9	-1.3	0.7	.	16.0	-3.0	.	1.0
COc1cc(/C=C/c2nc3ccccc3c(=O)[nH]2)cc(Br)c1O	6.9	6.8	-5.2	2.1	-1.4	0.5	10.5	1.5	-0.5	-7.5
COC(=O)CC1c2cc(OC)c(OC)cc2CC(=O)c2cc(OC)c(OC)cc21 (configuration not stated)	-0.4	4.2	1.1	-6.1	-0.5	-12.6	-10.9	2.0	12.6	5.4
CCOC(=O)c1cc(C)n(-c2ccc(Cl)cc2)c1C	-2.1	-0.5	-8.8	-10.8	1.4	-2.7	1.4	4.1	2.7	-5.1
CCCC(=O)Nc1ccc(NC(=O)c2cccs2)cn1	-1.1	0.7	-0.1	6.4	-4.6	-8.9	32.6	5.3	8.9	-16.1
O=C(NCC(=O)N1CCN(C(=O)c2ccco2)CC1)c1cccc(Cl)c1	6.6	2.2	-0.4	4.9	1.0	-2.3	15.8	-2.2	2.3	-3.5
Cc1[nH]c2ccccc2c1C(=O)COc1ccccc1F	-5.7	-6.7	0.0	6.6	-10.0	-0.9	35.3	-0.5	0.9	11.8
O=CNc1ccc2c(c1)Cc1cccc(NC=O)c1-2	1.1	-1.4	1.9	-14.2	1.2	-0.6	1.2	1.3	0.6	-10.6
CCN(CC)c1ccc(S(=O)(=O)N2CCOCC2)cc1NC(=O)COC(=O)c1cccnc1SC	8.7	-1.6	0.4	-9.2	0.1	21.1	-18.7	-2.2	-21.1	0.9
C=CCn1c(Cc2csc(N)n2)nnc1SCC(=O)Nc1ccccc1C(F)(F)F	-3.0	-2.9	0.6	-13.5	-1.4	3.1	7.6	-7.9	-3.1	-6.6
Cc1cccc(N(C)C(=O)COc2cc(=O)n(C)c3ccccc23)c1	-2.8	.	1.1	-15.0	-1.2	-4.8	5.4	-2.5	4.8	0.5
Next part:
SMILES	PKA-R2B activ	NSD2 inh	DAGLB inhibitor	PvdQ inh	C-LANA FP	SR-BI DiI inh	Arrestin-AP2 inh	Keap1 Nrf2 FP	SR-BI DiI-HDL act	Cardiac RTF inh
CCCCOC(=O)C1=C(C)NC(=O)NC1c1ccccc1 (configuration not stated)	-2.6	-0.1	-0.5	-13.6	1.6	-2.8	2.3	1.4	2.8	-9.9
CCCCn1c(N)c(N(CC(C)C)C(=O)CSc2n[nH]c(-c3ccc(C)cc3)n2)c(=O)[nH]c1=O	6.1	0.2	-0.1	-12.0	-1.8	-18.1	-0.9	-6.6	18.1	-3.1
NC(=O)c1ncn([C@@H]2O[C@H](CNCc3cc(Br)ccc3OCc3ccccc3)[C@@H](O)[C@H]2O)n1	-2.7	.	-1.9	8.7	0.0	-43.4	33.7	-5.4	43.4	-8.7
Cc1cc(N2CCCC2=O)cc(C)c1CN1C(=O)c2ccccc2C1=O	-2.4	-5.8	1.8	-8.6	-0.2	50.7	3.1	-7.1	-50.6	-1.4
Cc1ccccc1-c1nnn(CC(=O)c2ccc(S(=O)(=O)N3CCCC3)cc2)n1	0.2	-0.4	-4.0	-5.4	0.3	32.6	24.9	-1.0	-32.6	2.1
CCN(CC)CCCNS(=O)(=O)c1ccc(OC)cc1	-2.1	23.8	0.3	8.4	-2.1	-22.6	45.2	-0.5	22.6	-3.9
Cc1ccc(C)c(S(=O)(=O)Nc2cc(SCC(=O)O)c(O)c3ccccc23)c1	-7.1	.	2.7	7.3	3.4	-5.8	35.8	61.2*	5.8	3.2
CCNC(=S)N/N=C(\C)c1cccc(C(F)(F)F)c1	-10.5	-3.4	-1.8	-10.7	-0.5	33.6	10.5	1.7	-33.6	-3.6
O=C1Nc2cc(Cl)c(Cl)cc2N(O)N1c1cc(Cl)cc(Cl)c1	-1.0	-5.1	12.3	6.5	3.8	13.2	5.9	-3.0	-13.2	-1.9
COc1ccc(CCNC(=O)c2cc(S(=O)(=O)N3CCCC3)cn2C)cc1OC	-8.2	.	1.9	-1.5	-0.6	44.5	4.5	-0.8	-44.5	-5.4
NC(=O)C1CCN(C(=O)CN2CCCc3ccccc32)CC1	-5.1	1.9	-1.4	-0.8	5.5	-20.7	26.2	0.2	20.7	-6.4
CC(C)OC(=O)c1ccc(NC(=O)c2cncc(Br)c2)cc1	3.9	-4.3	-14.2	-14.5	1.7	37.6	0.5	-2.2	-37.6	3.4
C[C@H](NC(=O)c1nc[nH]c1C(=O)NCc1ccccc1)c1ccccc1	0.3	.	0.8	-8.8	-2.2	-22.4	3.0	0.2	22.4	-4.7
CCOc1cc(N2CCOCC2)c(OCC)cc1NC(=O)c1ccc(S(=O)(=O)N(C)C)cc1	-3.9	14.0	-0.5	-6.5	0.7	.	-5.0	2.6	.	-3.5
CCOc1cc(/C=N\NC(=O)c2ccc(NC(=O)C(C)(C)C)cc2)ccc1OC(=O)c1ccc(C)cc1	4.5	6.6	-0.1	-8.1	-1.7	53.5	-7.2	0.1	-53.5	-7.0
COc1cccc(NC(=O)c2ccccc2SC)c1	-5.4	-4.7	-3.4	-17.9	2.9	0.3	-1.1	2.5	-0.3	-4.8
O=C(NNC1=NC2(CCCC2)Cc2ccccc21)c1ccncc1	-3.2	.	-0.7	-13.2	1.4	-13.9	-12.2	-9.6	13.9	0.4
COc1cc(CNc2ccc(N3CCOCC3)cc2)ccc1OCC(=O)NC(C)(C)C	13.6	11.9	3.4	-11.3	-1.2	18.1	12.4	-0.7	-18.1	-6.2
Clc1ccc(COn2c(-c3ccc(Cl)cc3)nc3ccccc32)cc1	2.7	-1.2	-9.7	-16.7	-0.7	57.1	-2.1	-1.7	-57.1	-7.6
O=C(NCc1cccs1)c1nc2ncccn2n1	-4.7	3.1	-1.3	-16.8	1.0	-32.8	7.7	-2.7	32.8	-7.6

Laid out differently: results already given.
canonical_smiles | PKA-R2B activ | NSD2 inh | DAGLB inhibitor | PvdQ inh | C-LANA FP | SR-BI DiI inh | Arrestin-AP2 inh | Keap1 Nrf2 FP | SR-BI DiI-HDL act | Cardiac RTF inh
O=C1Nc2cc(Cl)c(Cl)cc2N(O)N1c1cc(Cl)cc(Cl)c1 | -1.0 | -5.1 | 12.3 | 6.5 | 3.8 | 13.2 | 5.9 | -3.0 | -13.2 | -1.9
COc1ccc(CCNC(=O)c2cc(S(=O)(=O)N3CCCC3)cn2C)cc1OC | -8.2 | . | 1.9 | -1.5 | -0.6 | 44.5 | 4.5 | -0.8 | -44.5 | -5.4

Outcome played no part in choosing rows, and some 2.1% of all compounds hit somewhere here.
